Screens from PubChem BioAssay.
Vif-A3G inh = Vif-A3G binding inhibition. HeLa A3G-eYFP + Vif (tagged APOBEC3G with the HIV-1 protein that degrades it), YFP fluorescence, overnight. Potency, µM (doses to about 46.1 µM), without a hit: at the top dose activity, negative = active, hits mostly inhibitors. AID 602310. hit rate 0.076% among 410,000;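 note: potency is the fitted concentration of half-maximal effect; % is set by controls: 0 for no effect and ±100 for the full control effect; nearly all actives have a fitted effect of over 60% in size; hits raise eYFP signal because A3G escapes Vif-driven loss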
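Read-out is eYFP fluorescence (Ex 488/Em 500-530) from Vif-expressing HeLa A3G-eYFP cells; more signal means A3G escaped Vif-mediated degradation. Cells plated overnight, compound pinned in, incubated overnight at 37 deg C.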
RGS4 inh = blocks human RGS4-accelerated GTP hydrolysis | P49798 | Potency, µM (top dose mostly 114 µM), inactives show at the highest dose activity change, negative = inhibition, actives largely listed as inhibitors | Transcreener GDP fluorescence polarization, RGS4-accelerated GTP hydrolysis | hit rate 0.039% among 390,000; note: potency is the fitted concentration of half-maximal effect; % is set by controls: 0 for no effect and ±100 for the full control effect; nearly all actives have a fitted effect of over 75% in size; some results filed as inactive show a strong effect at the top dose
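MLSMR compounds (23 nl, pin-transferred) preincubated 10 min at room temperature with a 500nM (2x) first reagent, then RGS4 at 900nM (2x) plus Transcreener GDP mix added; fluorescence polarization (620/688 nm) read before and after 90 min at 30 °C.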
ERG Ets-DNA blk = inhibitors of human ERG Ets domain-DNA interaction; P11308; fluorescence polarization, His-ERG Ets domain / labelled DNA; Potency, µM (top dose mostly 76.9 µM), for the others: at the top dose FP activity, negative = inhibition, actives largely listed as inhibitors; hit rate 0.028% among 370,000; AID 624246; active = well fitted inhibition curve with a large enough effect in the polarisation, with a control signal flat; inconclusive = small, poorly fitted or top-dose-only effect, or effect the other way, or a change in a side signal; inactive = no such curve, though single readings can be large or run the other way; the % refers to the polarisation;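 note: polarization taken with two DNA probes labelled with fluorescein and Texas red; potency is the fitted concentration of half-maximal effect; % of control where 0% means no effect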
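His-tagged ERG Ets domain (1 uM in the protein solution; 300mM KCl, 50mM Tris-HCl, 1mM EDTA, 1mM DTT, pH 7.5) received compound, then a probe mix of 5 nM fluorescein-DNA and 100nM Texas-615-DNA. Fluorescence polarization was read for both dyes.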
D2 antagonist = D2 dopamine receptor (human) antagonism; P14416; HEK293 TREx D2 cells, calcium flux, dopamine EC80; inhibition, % at 10 µM; hit rate 2% among 340,000; AID 485344; in the data active = inhibition above about 30%; note: 0% is about no effect
Target sequence (P14416 whole entry, looked up): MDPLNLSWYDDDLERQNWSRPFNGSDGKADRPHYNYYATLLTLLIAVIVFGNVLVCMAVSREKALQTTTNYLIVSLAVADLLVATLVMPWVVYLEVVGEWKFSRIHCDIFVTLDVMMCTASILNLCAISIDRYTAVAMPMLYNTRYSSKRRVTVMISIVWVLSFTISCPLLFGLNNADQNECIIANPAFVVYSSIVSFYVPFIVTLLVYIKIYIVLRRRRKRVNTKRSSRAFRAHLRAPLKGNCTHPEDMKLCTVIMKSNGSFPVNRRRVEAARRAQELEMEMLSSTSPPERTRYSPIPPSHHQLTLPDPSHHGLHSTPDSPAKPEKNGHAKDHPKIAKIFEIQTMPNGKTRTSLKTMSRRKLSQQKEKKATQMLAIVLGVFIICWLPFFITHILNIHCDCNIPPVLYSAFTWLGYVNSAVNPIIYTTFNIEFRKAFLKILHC
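Overnight-induced (tetracycline, 30 C) HEK293 T-REx cells carrying force-coupled D2 receive a no-wash calcium dye, then compound, then EC80 dopamine at 180 s; signals are read kinetically throughout.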
D2 agonist = D2 dopamine receptor (human) agonism; HEK293 T-REx D2 cells, calcium flux agonist mode; AID 485358; hit rate 0.53% among 340,000; activation, % at 2 µM;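 active = activation over 3 SD above normal in the single-dose calcium agonist read, cut at about 30% in these data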; note: 0% is about no effect
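In this primary screen, compounds producing a positive calcium signal within 180 s of addition to tetracycline-induced, force-coupled HEK293 Trex D2 cells are flagged; cells are dye-loaded with a no-wash calcium kit beforehand.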
GRP78 ERSR act = ER stress response induction in glioma; U87-MG GRP78 promoter luciferase reporter, 16 h; Potency, µM, for the others: top-dose activation, most hits filed as activators; hit rate 0.02% among 420,000; AID 602332; note: potency is the fitted concentration of half-maximal effect; series mostly up to about 76 µM; % of control where 0% means no effect; nearly all actives have a fitted effect of over 35% in size
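Stably transfected U87-MG glioma cells carrying a GRP78-based luciferase sensor; 16 h compound incubation. Luminescence end-point read 10 min after Bright-Glo addition at room temperature.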
Vif-A3F inh = blocks the Vif interaction with APOBEC3F; HeLa A3F-eYFP + Vif (tagged APOBEC3F with the HIV-1 protein that degrades it), YFP fluorescence increase; Potency, µM (top dose mostly 46.1 µM), without a hit: at the highest dose activity, negative = active; hit rate 0.2% among 390,000; note: potency is the fitted concentration of half-maximal effect; % of control where 0% means no effect; nearly all actives have a fitted effect of over 65% in size
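HeLa cells stably expressing A3F-eYFP plus Vif, plated and incubated overnight at 37 deg C, then exposed to compounds overnight at 37 deg C. Blocked degradation read as raised yellow fluorescence (Ex 488/Em 500-530).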
LDHA inh = inhibitors of human lactate dehydrogenase A; P00338; purified LDHA, NADH/diaphorase-resazurin fluorescence; hits give low values; activity change, % (values are at about 110 or 230 µM); hit rate 0.15% among 480,000; in the data active = activity change below about -30%; inconclusive = mostly about -25% to -30%;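 note: plate controls were DMSO wells for no effect and wells without enzyme for full effect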
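Human LDH5 (2 nM) was incubated with 0.06 mM NADH and 0.2 mM pyruvate for 5 min at room temperature in Tris pH 7.4. Remaining NADH was coupled through diaphorase/resazurin, and resorufin fluorescence was read at 0 and 20 min.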
ALOX12 inh = inhibitors of human 12S-lipoxygenase ALOX12; AID 1671190; hit rate 1.1% among 580,000; Potency, µM (series often up to 108 µM), for inactives: at the highest dose activity change, negative = inhibition, actives largely listed as inhibitors; purified 12hLO, xylenol orange hydroperoxide absorbance; P18054; note: potency is the fitted concentration of half-maximal effect; % is set by controls: 0 for no effect and ±100 for the full control effect
Target sequence (P18054 whole entry, looked up): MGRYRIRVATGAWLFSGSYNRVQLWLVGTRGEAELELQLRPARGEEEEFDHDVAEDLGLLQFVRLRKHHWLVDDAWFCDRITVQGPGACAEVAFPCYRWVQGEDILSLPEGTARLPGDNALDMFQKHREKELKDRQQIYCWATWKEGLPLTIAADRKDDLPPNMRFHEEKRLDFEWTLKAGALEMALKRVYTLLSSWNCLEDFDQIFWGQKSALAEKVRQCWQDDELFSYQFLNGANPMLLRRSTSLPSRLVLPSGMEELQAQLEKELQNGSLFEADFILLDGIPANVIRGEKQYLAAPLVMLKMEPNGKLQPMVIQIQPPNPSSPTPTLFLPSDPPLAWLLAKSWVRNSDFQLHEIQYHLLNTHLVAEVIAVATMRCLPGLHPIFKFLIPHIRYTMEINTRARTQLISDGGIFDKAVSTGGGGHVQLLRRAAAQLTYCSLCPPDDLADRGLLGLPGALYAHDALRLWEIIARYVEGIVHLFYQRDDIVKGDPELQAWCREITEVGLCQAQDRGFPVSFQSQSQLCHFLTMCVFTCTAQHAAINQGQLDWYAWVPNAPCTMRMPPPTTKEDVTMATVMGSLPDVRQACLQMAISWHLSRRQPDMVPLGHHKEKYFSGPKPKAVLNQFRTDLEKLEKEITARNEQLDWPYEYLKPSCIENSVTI
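Purified human 12hLO (150 nM final) in 25 mM Hepes, 0.01% Triton X-100, pH 7.0 was preincubated 15 min at room temperature with compound. Then 40 uM arachidonic acid was added, 30 min. Hydroperoxide was read by Fe-XO absorbance ratio 573/405 nm.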
An asterisk follows results filed as active; i = inactive; ? = inconclusive; · = no result given; & = joins results of further samples; [ ] = another dose, or the depositor's remark. Unless noted, calls come from the whole dose curve; as a rule, active = well fitted curve in the direction sought with a large enough effect; inconclusive = small, poorly fitted or top-dose-only effect, or another doubt; inactive = no such curve, though single readings can be large; an effect the other way counts as inactive or inconclusive.

SMILES | Vif-A3G inh | RGS4 inh | ERG Ets-DNA blk | D2 antagonist | D2 agonist | GRP78 ERSR act | Vif-A3F inh | LDHA inh | ALOX12 inh
O=C(Cn1nc(Cc2cccnc2)c2ccccc2c1=O)NCc1ccc(F)cc1 | -6% | ? | -2% | · | · | -5% | 0% | -8 | 9%
Cc1cccn2c(=O)c(C=O)c(N3CCCCCC3)nc12 | 3% | -10% | 3% | -5 | 0.4 | -5% | 0% | -6 | ·
CC1=C(n2ccnc2)CCC1=O | 6% | -5% | 11% | · | · | -3% | -4% | -2 | 11%
CC(C)CC(=O)Nc1ccc2nc(SCC(=O)N3CCCC3)sc2c1 | 0% | -18% | -2% | · | -1.8 | -2% | 1% | -5 | 0%
Cc1csc(SCC(=O)Nc2ccccn2)n1 | 0% | 17% | -9% | 10 | 0.4 | -2% | 2% | -10 | 0%
Cc1ccccc1OCC(=O)NC(Cc1c[nH]c2ccccc12)C(=O)O (configuration not stated) | 0% | -20% | -5% | -2 | 0.8 | 0% | 1% | 0 | ?
CC(=O)c1ccc(N2CCN(C(=O)c3ccc(Br)cc3)CC2)c(F)c1 | 0% | 19% | -3% | 0 | 1.5 | 4% | -10% | -11 | 0%
CC1(C)CC(=O)C2=C(C1)Nc1cc(Cl)ccc1S2 | -1% | -6% | -1% | 7 | 4.3 | 0% | 6% | 2 | -14%
CCCCNC(=O)c1onc(CSc2ccc(Cl)cc2)c1C(=O)NCCCC | -4% | 12% | 4% | · | · | -4% | 5% | -5 | ?
CCOC(=O)N1CCC(NC(=O)c2cc(S(=O)(=O)N3CCOCC3)ccc2F)CC1 | 0% | -10% | 1% | · | 0.1 | -5% | -3% | -3 | -9%
Cc1cc(C)n(-c2ccc(F)cc2)c(=O)c1C#N | 0% | 19% | -4% | -4 | -0.7 | -3% | 1% | -6 | 2%
O=C(NCc1cccnc1)C1CCCCN1S(=O)(=O)c1ccc(F)cc1 (configuration not stated) | 3% | -7% | -11% | -12 | 0.5 | -2% | -8% | -14 | -8%
OCC1(c2cc(C(F)(F)F)n[nH]2)CCCCC1 | -3% | 0% | -2% | 0 | 0.8 | -9% | -8% | -2 | 23%
COc1cccc([C@@H]2Oc3ccc(OC)cc3C(=O)[C@H]2O)c1 | 6% | 3% | 2% | -8 | -0.6 | 2%&-6% | 6% | -19 | ·
CCN(CC)C(=O)c1cc2c(=O)n3ccccc3nc2s1 | -4% | -16% | 8% | 12 | 0.2 | -3% | 2% | 4 | -13%
CCOC(=O)[C@H]1[C@H]2COc3cc(OC)ccc3[C@@H]2N2C(=O)c3ccc(F)cc3NC(=O)[C@@]12C | 2% | 5% | 4% | -2 | 0.2 | -1% | -4% | 6 | 0%
O=C(O)CSc1cccnc1Sc1ccc(Cl)cc1 | -1% | -11% | -5% | · | · | -4% | 7% | -4 | ?
O=C(O)CCC(=O)Nc1ccc(Br)cn1 | 0% | -2% | 4% | -2 | -0.3 | -3% | 0% | -3 | 0%
COc1ccc(CC(=O)OC(C)C(=O)Nc2ccc(Cl)cn2)cc1 (configuration not stated) | 0% | -6% | -4% | 7 | 0.0 | -4% | 6% | -2 | -6%
CCN(CC)C(=O)CS(=O)CC(=O)Nc1cc(OCCOC)c(Cl)cc1Cl (configuration not stated) | -7% | -18% | -1% | 4 | -0.7 | -1% | 0% | -2 | -23%
Cc1nnc(SCCCn2c(N3CCCCC3)nc3c2c(=O)[nH]c(=O)n3C)s1 | -3% | -11% | 0% | 2 | 0.9 | -4% | -19% | -2 | 2%
COc1ccc(OC)c2c1nc1n2CCS1 | -1% | -24% | 0% | 13 | -0.6 | -3% | 4% | 1 | -9%
Cc1ccc(-n2ncc3c(NC4CCCCCC4)ncnc32)cc1Cl | 1% | -8% | 0% | · | 0.9 | 4% | -1% | -1&-5 | ?
CCOC(=O)CC1COc2ccccc2N1C(=O)c1ccc(C)cc1 (configuration not stated) | 3% | -1% | -7% | 4 | -1.6 | 0% | 13% | -10 | -18%
Cc1ccc2cc3c(N)c(C(=O)Nc4c(C)[nH]c(=O)[nH]c4=O)sc3nc2c1 | ? | -28% | 16% | -11 | 0.4 | -3% | ? | -6 | -26%
COc1ccc(C2c3ccc4ccccc4c3Oc3ncn(CCO)c(=N)c32)cc1OC (configuration not stated) | -2% | 10% | 15% | · | · | -3% | -4% | -4 | ·
Cc1ccc(NC(=O)C2CCCN(c3ncnc4c3nc3n4CCCCC3)C2)c(Br)c1 (configuration not stated) | 1% | -17% | -12% | · | -0.3 | -4% | -3% | -3 | -25%
O=C(CN1C(=O)COc2ccc(Cl)cc21)Nc1cccc(C(=O)O)c1 | -2% | 6% | 4% | · | -0.4 | -2% | -4% | 2 | -7%
COc1cc(C(=O)NC(=S)Nc2ccccc2[N+](=O)[O-])cc(OC)c1OC | 1% | -50% | 3% | 5 | -1.1 | ? | -28% | -1 | ?
CC(C)OC(=O)c1cc(NC(=S)Nc2ccc([N+](=O)[O-])cc2)cc(C(=O)OC(C)C)c1 | 2% | -18% | 6% | · | · | -3% | -6% | 3 | ?
O=C(Nc1ccccc1)c1cc(C2CCCCN2C(=O)CCc2ccccc2)on1 (configuration not stated) | -2% | · | · | · | · | 10% | · | 0 | 4%
CSc1cccc(NC(=O)N2CCN(S(=O)(=O)c3ccc4c(ccn4C)c3)CC2)c1 | 2% | -7% | -2% | · | 0.4 | 4% | -1% | -11 | -14%
Cn1c(=O)[nH]c(=O)c2c1nc(NCCCO)n2Cc1ccc(F)cc1 | 0% | ? | -12% | 10 | 0.0 | 4% | 13% | -6 | i
COc1ccccc1NS(=O)(=O)c1ccc(C)c(NC(=O)c2ccc(S(=O)(=O)N3CCCCCC3)cc2)c1 | 0% | -27% | 14% | -6 | -2.0 | -4% | -5% | 1 | -10%
O=C(COC(=O)c1n[nH]c2ccccc12)Nc1cccc(S(=O)(=O)N2CCOCC2)c1 | 2% | -13% | -4% | -8 | 0.0 | 1% | 3% | -14 | -11%
O=S(=O)(c1ccccc1F)N1CCC(Oc2ccc(-n3cnnn3)cc2)CC1 | -2%&-1% | 11%&-1% | -1%&1% | 11 | 0.4&1.7 | -5%&-3% | 11%&0% | -13&3 | ?
COc1cc2c(cc1OC)CN(C(=O)c1ccc(OC)c(S(=O)(=O)N3CCOCC3)c1)CC2 | -1% | 13% | 2% | 4 | -0.1 | 5% | -2% | -7 | 2%
CCOC(=O)CSc1nnc(-c2ccc(Cl)cc2Cl)o1 | 1% | -8%[56.9 µM] | 2% | · | · | -10% | 1% | 1 | 27%
CC(C)CNS(=O)(=O)c1ccc(CCC(=O)N2CCN(c3ccccc3)CC2)cc1 | -4% | -3% | -2% | -4 | 0.8 | -4% | 6% | -1 | -3%
Cc1ccccc1NC(=O)c1nc(S(C)(=O)=O)ncc1Cl | ? | ? | 1% | -5 | 0.3 | -13% | 4% | -4 | -27%
CC1(C)CC(=O)C=C(c2ccccc2-c2ccc3cc[nH]c3c2)C1=O | 5% | · | · | · | · | 1% | 3% | -1 | -22%
CCN1CCN(C(=O)c2ccc3c(=O)n(Cc4ccccc4OC)c(=S)[nH]c3c2)CC1 | 0% | 14% | 11% | -4 | 0.5 | -6% | -10% | 1 | ?
COc1cccc2c1cc1c(=O)n(CC(=O)N3CCCCC3)nc(C)n12 | -1% | 23% | -4% | · | 5.0 | -3% | -6% | -2 | -13%
OC(c1cccs1)(c1cccs1)C1C[N+]2(CF)CCC1CC2 (configuration not stated) | -2% | -5% | · | 19 | 0.3 | 0% | 4% | -3 | -3%
C/C(=N\NC(=O)C1CC1)c1ccc(Cl)cc1 | 0% | 7% | -1% | -1 | -1.3 | ? | -15% | -5 | -2%
COc1cc(C2SC(C)C(=O)N2CCc2ccccc2)cc(OC)c1OC (configuration not stated) | 1% | 3% | 7% | -6 | 0.0 | -3% | 5% | 0 | 5%
CCC(C)NCCOCCOc1ccc(Br)cc1 (configuration not stated) | 1% | 14% | -10% | -10 | -0.1 | -6% | 0% | ? | -33%
CCCCSc1ccc(NC(=O)c2cccnc2)cc1 | 1% | 26% | 1% | -22 | -0.4 | 0% | -6% | -4 | 13%

By substructure: the compounds so far with a nitro group on carbon.
SMILES | Vif-A3G inh | RGS4 inh | ERG Ets-DNA blk | D2 antagonist | D2 agonist | GRP78 ERSR act | Vif-A3F inh | LDHA inh | ALOX12 inh
COc1cc(C(=O)NC(=S)Nc2ccccc2[N+](=O)[O-])cc(OC)c1OC | 1% | -50% | 3% | 5 | -1.1 | ? | -28% | -1 | ?
CC(C)OC(=O)c1cc(NC(=S)Nc2ccc([N+](=O)[O-])cc2)cc(C(=O)OC(C)C)c1 | 2% | -18% | 6% | · | · | -3% | -6% | 3 | ?

(next part)
SMILES | Vif-A3G inh | RGS4 inh | ERG Ets-DNA blk | D2 antagonist | D2 agonist | GRP78 ERSR act | Vif-A3F inh | LDHA inh | ALOX12 inh
O=C(Nc1ccc(F)cc1F)c1cccnc1 | -1% | ? | -12% | -3 | 0.6 | -2% | · | -4 | 0%
COc1ccccc1C(=O)COC(=O)/C(=C/c1ccccc1)NC(C)=O | -3% | 30% | -3% | -4 | -0.3 | -6% | ? | -1 | -9%
CSc1ccc(C(O)c2ncc(-c3cccc(F)c3)[nH]2)cc1 (configuration not stated) | -7% | · | · | · | · | 1% | · | -10 | -12%
O=C(CSCCO)Nc1ccc(C2CCCCC2)cc1 | -4% | 3% | -4% | 7 | 0.7 | 9% | -3% | 2 | -10%

Only part of the results is shown, so the mix of outcomes need not match the whole.
